Source: PubChem
yeast rad50 = NCI yeast anticancer drug screen, S. cerevisiae rad50 strain; % growth inhibition at 50 µM; 10% of 79,000 active;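 further: 0% = growth of vehicle-only cultures of the same strain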
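Inhibition values express reduced yeast growth in compound-treated cultures relative to vehicle-treated controls.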
bub3 = NCI yeast anticancer drug screen, S. cerevisiae bub3 mutant strain. 9.9% of 78,000 active. growth inhibition, % at 50 µM;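 further: 0% = growth of vehicle-only cultures of the same strain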
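Compounds were applied to a genetically altered yeast strain carrying a cell-cycle control defect. Growth inhibition was scored against vehicle-treated controls.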
cln2 rad14 = NCI yeast anticancer drug screen, S. cerevisiae cln2 rad14 strain. % growth inhibition at 50 µM. 8.3% of 78,000 active;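 further: 0% = growth of vehicle-only cultures of the same strain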
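Growth inhibition, relative to vehicle-treated controls, is the read-out. The test organism is a yeast strain with defined genetic alterations, cln2 rad14.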
yeast sgs1 mgt1 = NCI yeast anticancer drug screen, S. cerevisiae sgs1 mgt1 strain. % growth inhibition at 50 µM. 10% of 78,000 active;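 further: 0% = growth of vehicle-only cultures of the same strain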
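Inhibition of yeast growth, normalised to vehicle-treated controls, is reported for a strain bearing genetic alterations in DNA damage repair.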
mlh1 rad18 = NCI yeast anticancer drug screen, S. cerevisiae mlh1 rad18 strain; % growth inhibition at 50 µM; 11% of 79,000 active;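 further: 0% = growth of vehicle-only cultures of the same strain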
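Compound-treated yeast growth, normalised to vehicle controls. Strain bears defined DNA repair mutations.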
mec2-1 = NCI yeast anticancer drug screen, S. cerevisiae mec2-1 strain. growth inhibition, % at 50 µM. 9% of 79,000 active. AID 157;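 further: 0% = growth of vehicle-only cultures of the same strain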
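Using mec2-1 yeast: add compound, measure growth, express inhibition versus vehicle-treated cultures.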
Starred values were filed as active, the others as inactive; / = not tested or not shown; & = joins results of further samples. No stated cut-off is given here; in the data, active means growth inhibition above about 70%; inactive means the rest.

Start of the listing, in advance (7 entries):
Keys – A = yeast rad50; B = bub3; C = cln2 rad14; D = yeast sgs1 mgt1; E = mlh1 rad18; F = mec2-1
> CC(CCC(=O)CS(C)=O)C1CCC2C3CCC4CCCCC4(C)C3CCC12C (centres undefined)
  A: 34.1	B: -4.0	C: 11.6	D: 25.8	E: 0.9	F: -20.4
> CC(=O)C[C@H](c1ccccc1)c1ccccc1[C@H](C)N(C)C
  A: -34.1	B: 3.1	C: -10.7	D: 7.7	E: 9.1	F: -7.5
> CN1CCN(C(=S)N(C)C(=O)c2ccco2)CC1
  A: -37.8	B: -44.4	C: -8.8	D: -48.9	E: -40.1	F: -36.9
> Cc1nc(-c2ccc(N=Cc3ccc(N(CCOS(C)(=O)=O)CCOS(C)(=O)=O)cc3C)cc2)cs1
  A: 36.2	B: -3.3	C: -2.4	D: -13.9	E: -8.1	F: -9.1
> COc1ccccc1NC(=S)N/C=C(\C#N)C(=O)c1ccc2ccccc2c1
  A: -8.1	B: -3.6	C: 23.8	D: -8.9	E: 8.1	F: -1.8
> Cc1nc2ccccc2c(=O)n1NC(=O)c1ccc([N+](=O)[O-])cc1
  A: -43.4	B: -10.8	C: -21.4	D: -13.5	E: -19.1	F: -26.4
> C=C1CC(C)(COc2cc(=O)oc3ccccc23)OC1=O (centres undefined)
  A: 51.0	B: 25.6	C: 38.5	D: 53.2	E: 40.5	F: 30.3

The listing, previewed entries included:
Keys – A = yeast rad50; B = bub3; C = cln2 rad14; D = yeast sgs1 mgt1; E = mlh1 rad18; F = mec2-1
> CC(CCC(=O)CS(C)=O)C1CCC2C3CCC4CCCCC4(C)C3CCC12C (centres undefined)
  A: 34.1	B: -4.0	C: 11.6	D: 25.8	E: 0.9	F: -20.4
> CC(=O)C[C@H](c1ccccc1)c1ccccc1[C@H](C)N(C)C
  A: -34.1	B: 3.1	C: -10.7	D: 7.7	E: 9.1	F: -7.5
> CN1CCN(C(=S)N(C)C(=O)c2ccco2)CC1
  A: -37.8	B: -44.4	C: -8.8	D: -48.9	E: -40.1	F: -36.9
> Cc1nc(-c2ccc(N=Cc3ccc(N(CCOS(C)(=O)=O)CCOS(C)(=O)=O)cc3C)cc2)cs1
  A: 36.2	B: -3.3	C: -2.4	D: -13.9	E: -8.1	F: -9.1
> COc1ccccc1NC(=S)N/C=C(\C#N)C(=O)c1ccc2ccccc2c1
  A: -8.1	B: -3.6	C: 23.8	D: -8.9	E: 8.1	F: -1.8
> Cc1nc2ccccc2c(=O)n1NC(=O)c1ccc([N+](=O)[O-])cc1
  A: -43.4	B: -10.8	C: -21.4	D: -13.5	E: -19.1	F: -26.4
> C=C1CC(C)(COc2cc(=O)oc3ccccc23)OC1=O (centres undefined)
  A: 51.0	B: 25.6	C: 38.5	D: 53.2	E: 40.5	F: 30.3
> CC(=O)NCCc1nc(-c2nc(C(=O)O)cs2)cs1
  A: 2.8	B: -5.5	C: -24.9	D: 6.2	E: -0.9	F: -1.5
> NC(=Nc1cc2ccccc2c2ccccc12)/N=C(/N)Nc1cc2ccccc2c2ccccc12
  A: 60.6	B: 60.0	C: 50.8	D: 51.1	E: 51.7	F: 56.2
> COc1ccc(-c2nc(-c3cnccn3)n(COCCO)n2)cc1
  A: 12.5	B: -50.9	C: 10.3	D: -13.8	E: -8.7	F: -17.4
> CCOC(=O)c1cc(-c2ccc(OC)c(OC)c2)c[nH]1
  A: 14.6	B: 23.1	C: 12.6	D: 40.2	E: 28.0	F: -2.3
> Cc1ccc(N2C(=O)CNC2=O)cc1
  A: -10.3	B: 1.2	C: -27.2	D: -7.8	E: -6.5	F: -5.0
> O=C1C2C3C=CC(C3)C2C(=O)N1CCO (centres undefined)
  A: 27.6	B: 17.1	C: 18.9	D: 0.3	E: 25.9	F: 1.9
> O=C(OCC1OC(C2N(c3ccccc3)CCN2c2ccccc2)C(OC(=O)c2ccccc2)C1OC(=O)c1ccccc1)c1ccccc1 (centres undefined)
  A: 0.8	B: -11.9	C: -7.5	D: -26.4	E: 9.7	F: 6.5
> Cn1c(=O)c2nc3sc4c(n3c2n(C)c1=O)C(=O)c1ccccc1C4=O
  A: -17.0	B: -11.0	C: -11.2	D: 11.2	E: 25.4	F: 21.4
> S=C(NNC(=S)Nc1ccccc1)Nc1ccccc1
  A: -16.9	B: -5.4	C: -1.1	D: 6.9	E: -2.2	F: 1.7
> O=c1sc2ccccc2n1CCS (tested in a mixture with another compound)
  A: 22.8	B: 4.3	C: -31.2	D: 16.2	E: 4.0	F: -15.6
> CC(=O)n1nc(Cl)c2cccnc2c1=O
  A: 11.8	B: -0.4	C: 1.6	D: 4.3	E: 8.8	F: -1.1
> Nc1ccccc1SC1CC(=O)N(c2ccccc2)C1=O (centres undefined)
  A: -10.6	B: /	C: /	D: /	E: -5.5	F: -10.6
> NC(=NCc1ccccc1)c1ccccc1
  A: 2.5	B: 5.5	C: -13.2	D: 2.2	E: 7.7	F: 4.8
> O=C(c1cccnc1)c1cccnc1
  A: 11.4	B: -8.9	C: -34.5	D: -4.2	E: -29.0	F: -12.8
> c1ccc2c(c1)c1cccc3sc4cccc2c4c31
  A: -29.0	B: -20.8	C: -11.8	D: -10.3	E: -23.9	F: -13.9
> O=C(c1ccco1)N(Cc1ccco1)C(=S)Nc1ccccc1
  A: -2.8	B: -1.8	C: 5.3	D: 20.4	E: 10.6	F: -13.4
> CC(=O)Nc1cc(C)c(C(=O)OC(=O)c2cc(C)c(NC(C)=O)cc2C)cc1C
  A: 22.4	B: -0.8	C: -57.6	D: 5.1	E: 6.2	F: -10.1
> O=C1OC(=O)C2C3C=CC(CC3)C12 (centres undefined)
  A: -1.4	B: -31.1	C: -65.0	D: -13.3	E: -0.1	F: 4.0

Whole records from above:
O=C1OC(=O)C2C3C=CC(CC3)C12 (centres undefined) is entered as yeast rad50: -1.4; bub3: -31.1; cln2 rad14: -65.0; yeast sgs1 mgt1: -13.3; mlh1 rad18: -0.1; mec2-1: 4.0
c1ccc2c(c1)c1cccc3sc4cccc2c4c31 is entered as yeast rad50: -29.0; bub3: -20.8; cln2 rad14: -11.8; yeast sgs1 mgt1: -10.3; mlh1 rad18: -23.9; mec2-1: -13.9

Next part:
Keys – A = yeast rad50; B = bub3; C = cln2 rad14; D = yeast sgs1 mgt1; E = mlh1 rad18; F = mec2-1
> CCOC(=O)/C=C(\C)OCC
  A: 16.3	B: 38.9	C: 76.0*	D: 7.2	E: 10.4	F: 6.1
> Cn1cc(NC(=O)c2cc(NC(=O)CCCCCCCCCCC(=O)Nc3cc(C(=O)Nc4cc(C(=O)NCCC(=N)N)n(C)c4)n(C)c3)cn2C)cc1C(=O)NCCC(=N)N
  A: 89.5*	B: 91.0*	C: 91.4*	D: 92.0*	E: 90.2*	F: 92.0*
> CC(=O)Nc1ncc(Sc2ccc([N+](=O)[O-])cc2)s1
  A: -6.5	B: -11.8	C: 15.3	D: -8.3	E: 5.7	F: -30.9
> O=C1CC2=CCCCc3cccc1c32
  A: -6.7	B: -13.2	C: -27.9	D: -17.2	E: 13.4	F: -5.5
> CSc1nc2ccc(NC(C)=O)cc2s1
  A: 12.3	B: -20.4	C: -61.3	D: -8.0	E: -0.9	F: -6.0
> Cn1cnc([N+](=O)[O-])c1Sc1nccc(=O)[nH]1
  A: 5.7	B: 9.8	C: 15.5	D: -12.2	E: -16.9	F: -11.6
> CCOC1=Nc2ccccc2C1(C)CCO (centres undefined)
  A: -45.5	B: -5.0	C: -62.2	D: -23.1	E: -4.3	F: -13.2
> COc1ccc(C2c3cc4c(cc3OC(C)(OC)C2C)OCO4)c(OC)c1OC (centres undefined)
  A: -1.5	B: -3.6	C: -19.0	D: -4.8	E: 22.1	F: 5.8
> CCCCCCCCCCCCSC(=O)NCCC
  A: -3.8	B: 3.5	C: 0.1	D: 1.6	E: 1.4	F: -2.0
> N#Cc1cccc(N2C(=O)C3C4C=CC(C3C2=O)C2C(=O)N(c3cccc(C#N)c3)C(=O)C42)c1 (centres undefined)
  A: -8.5	B: -0.3	C: 26.6	D: -6.2	E: -18.4	F: -0.7
> CCOC(=O)/C(=C\c1c(C)[nH]c2ccccc12)P(=O)(OCC)OCC
  A: -15.2	B: -8.9	C: -0.3	D: -22.9	E: 11.5	F: -15.7
> O=C(O)c1ccc(S(=O)(=O)c2cccc(Cl)c2)cc1
  A: 0.8	B: -16.1	C: -18.7	D: 8.7	E: 6.5	F: 7.8
> O=C1CC2(CCc3ccccc32)C(=O)N1CN1CCN(CCO)CC1 (centres undefined)
  A: 12.6	B: 7.2	C: 9.0	D: 3.9	E: 11.9	F: -5.8
> c1ccc(CCCCc2ccccn2)cc1
  A: 32.0	B: 27.4	C: 0.2	D: 31.6	E: 25.0	F: -13.1
> O=C1OC(=O)C2C(Cl)C(Cl)C12 (centres undefined)
  A: -5.1	B: -15.8	C: -37.6	D: 2.7	E: 3.4	F: -7.2
> Cc1nnc(N/N=C/c2ccc([N+](=O)[O-])o2)[nH]c1=O
  A: 59.1	B: 81.0*	C: 85.2*	D: 47.5	E: 71.0*	F: 65.2
> CSC(SC)=C(C#N)C(=O)Nc1ccc(C)cc1
  A: 40.5	B: 89.7*	C: 29.3	D: 73.4*	E: 83.8*	F: 77.3*
> O=CC(O)C(O)C(O)C(O)CO (centres undefined)
  A: -8.5&-20.0&-18.1	B: -13.7&-1.1&7.6	C: -3.1&-14.4&-3.5	D: 6.3&0.6&-27.1	E: 8.3&-5.1&-43.8	F: -18.8&-25.8&-38.0
> CC(=O)OCc1cc2c(cc1[N+](=O)[O-])OCO2
  A: 37.9	B: -4.5	C: 16.6	D: 16.6	E: 16.8	F: -3.7
> Oc1ccc(Cl)cc1C=Nc1cnc2ccccc2c1
  A: -14.6	B: 9.1	C: -10.9	D: 1.9	E: 17.4	F: 24.9
> O=C(Nc1ccccc1)c1ccc([N+](=O)[O-])cc1
  A: 41.5	B: 6.8	C: 12.8	D: 21.0	E: 25.0	F: 10.4
> COc1ccc(C(=O)Nc2cc(Cl)ccc2Cl)cc1
  A: -7.5	B: 11.3	C: -18.4	D: 8.8	E: -8.2	F: -2.7
> CC/C(Cl)=N\OC(=O)Nc1ccccc1OC(F)(F)F
  A: -24.1	B: 18.6	C: -13.6	D: 87.2*	E: -89.6	F: -15.4
> COC(=O)c1cc(NC(=O)Nc2cc(C(F)(F)F)ccc2Cl)cc(C(=O)OC)c1
  A: -24.2	B: -0.6	C: -22.9	D: -9.7	E: -38.2	F: -32.0
> CC1Sc2ccccc2-c2[nH]c3ccccc3c21 (centres undefined)
  A: 32.8	B: 31.7	C: 5.0	D: 16.0	E: 66.1	F: 49.0
> CC(C)C(COC(=O)Nc1ccccc1)(C(C)C)C(C)C
  A: 24.7	B: 39.1	C: 27.4	D: 13.3	E: 4.0	F: -35.6
> CCOC12SC(=Nc3ccc(C)cc3)NN1C(=S)N(C)N=C2C (centres undefined)
  A: -62.8	B: -71.9	C: -22.3	D: -55.8	E: -39.4	F: -57.9
> O=NN(Cc1ccccc1)C(c1ccccc1)S(=O)(=O)O (centres undefined)
  A: 2.3	B: 21.8	C: -16.8	D: 15.8	E: -9.7	F: 12.6
> OCC(O)C(O)C(O)CN=Cc1ccccc1O (centres undefined)
  A: -7.5	B: -1.1	C: -7.8	D: 10.4	E: 12.3	F: -2.2
> Nc1ccccc1Sc1ccc(C(=O)O)cc1[N+](=O)[O-]
  A: 19.6	B: 22.2	C: -3.5	D: 7.8	E: -6.5	F: 20.2
> c1ccc(C2=Nc3ccccc3N=C(c3ccccc3)C2)cc1
  A: 10.8	B: 30.5	C: 13.5	D: 0.1	E: 16.0	F: 8.8
> O=c1c(Cc2ccccc2)coc2ccccc12
  A: 30.6	B: 27.5	C: -14.2	D: 21.4	E: -1.5	F: 14.6
> COC(=O)C1(C(=O)OC)C2CCCCC21 (centres undefined)
  A: 4.7	B: -13.9	C: 12.8	D: -6.6	E: 7.1	F: 9.3
> Cc1ccc(-c2nnc(N)o2)cc1
  A: 30.2	B: 18.5	C: 14.9	D: 3.8	E: 27.4	F: 7.2
> N#CC(c1ccccc1)N(CCc1ccccc1)C(=O)c1ccccc1 (centres undefined)
  A: -3.7	B: -27.8	C: -18.7	D: -23.4	E: -48.2	F: 1.7
> CC1(CN2CCCCC2)COC(c2ccccc2)(c2ccccc2)OC1
  A: -8.1	B: 5.8	C: -36.1	D: -13.6	E: -0.9	F: -8.8
> O=C(CN1CCOCC1)Nc1cccc(C(F)(F)F)c1
  A: -33.7	B: /	C: /	D: /	E: -35.4	F: -31.4
> C=CNC(=O)Oc1ccccc1
  A: -9.9	B: -3.0	C: 44.0	D: 12.7	E: 6.2	F: 30.2
> CC(=O)N1CC(C)CC2OC3(CCC4C5CCC6CC(=O)CCC6(C)C5C(=O)C4C3C)C(C)C21 (centres undefined)
  A: -0.7	B: -5.9	C: -0.8	D: -9.2	E: -3.8	F: -13.1
> O=C1/C(=C/c2ccc(F)cc2)CNC/C1=C\c1ccc(F)cc1
  A: 79.2*	B: 79.8*	C: 70.6*	D: 79.2*	E: 85.5*	F: 84.8*
> CCOC(=O)Cn1c(=O)c2nc(SC)sc2n(-c2ccccc2)c1=S
  A: -30.3	B: -26.4	C: -24.8	D: -39.3	E: -34.6	F: -37.2
> CC(=O)C[n+]1ccccc1
  A: -9.8	B: 15.6	C: 3.8	D: -1.8	E: 14.2	F: -9.0
